NadD block: inhibitors of Staphylococcus aureus NadD. purified NadD enzyme, colorimetric absorbance read-out. inhibition, % at 20 µM. actives 0.78% (n = 360,000); in the data active = inhibition above about 26%; also: some compounds past the cut are filed as inactive
Scp-1 inhibitor: blocks human Scp-1 phosphatase activity | inhibition, % at 20 µM | actives 0.88% (n = 340,000) | Recombinant Scp1, phosphopeptide, malachite green phosphate absorbance | Q9GZU7;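 active = inhibition above about 50% at 20 µM, limit read from the data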;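 also: plate controls were DMSO wells with enzyme for no effect and wells lacking enzyme for full effect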
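Assay system: SCP-1 catalytic fragment, aa 76-261 | Buffer or medium: Tris acetate buffer pH 5.5 with MgCl2 and Tween-20 | Compound: One concentration, 20 µM, with 1.0% DMSO | Also added: Phospho 17-mer peptide substrate | Signal: Absorbance at 630 nm | Incubation: 45 min enzyme reaction at room temperature | Measure: % inhibition of SCP-1 phosphate liberation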
Tb MetRS inh: blocks T. brucei methionyl-tRNA synthetase activity | purified T. brucei MetRS, ATP depletion, Kinase-Glo luminescence | inhibition, % at 11.9 µM | actives 0.4% (n = 360,000);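 active = inhibition above a per-plate cutoff of the control wells' mean inhibition plus 3 SD, cut at about 5.5% in these data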;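 also: 0% = DMSO wells median and 100% = median of wells with control inhibitor compound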
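System: purified T. brucei MetRS enzyme / Detection: Kinase-Glo luciferase luminescence reporting remaining unconsumed ATP / Medium: HEPES buffer with MgCl2, KCl, DTT, spermine, BSA, pyrophosphatase / Replication: singlicate, one well per compound / Evaluation: percent inhibition relative to median high and low control wells / Schedule: 2 h aminoacylation at 25 °C after 15 min preincubation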
NRP1-CendR mod: modulators of CendR peptide binding to human neuropilin-1; inhibition, % at 25 µM; O14786; AID 602438; actives 0.85% (n = 360,000); FAM-RPARPAR peptide binding to NRP-1, fluorescence polarization;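 active = inhibition or corrected inhibition above about 18%, plus a signal ratio from 0.5 to 1.5, limit read from the data, passing the limit was not always enough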; also: strong numbers were not always called active
STEP inh: STEP (human) phosphatase inhibition | P54829 | recombinant STEP, OMFP fluorogenic substrate, fluorescence | inhibition, % at 20 µM | actives 0.25% (n = 360,000);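 active = inhibition at 20 µM, scaled per plate between control wells, above about 37%, limit read from the data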;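 also: 0% = DMSO with enzyme and substrate and 100% = substrate only without enzyme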
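medium = Bis-Tris buffer pH 6.0, 2.5 mM DTT, 0.005% Tween 20 | test system = STEP (striatal-enriched tyrosine phosphatase) enzyme, cell-free | measure = normalized % inhibition | compound dosing = 20 µM, 1% DMSO | also added = 25 µM OMFP | schedule = reaction 20 min, ambient temperature | measured by = fluorescence read at 480 nm ex / 540 nm em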
SUMO1-SIM PPI: SUMO1-SIM interaction modulation; SUMO1 binding to a labelled peptide, TR-FRET, 1 h; inhibition, % at 20 µM; actives 0.33% (n = 360,000); in the data active = inhibition above about 37%
Target sequence (P63165 whole entry, looked up): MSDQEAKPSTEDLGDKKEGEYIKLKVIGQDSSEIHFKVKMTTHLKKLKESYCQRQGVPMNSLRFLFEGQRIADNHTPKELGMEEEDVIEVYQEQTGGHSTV
DNMT1 inh: inhibitors of human DNMT1; P26358; DNMT1 molecular beacon, Hinp1I cleavage, fluorescence; inhibition (reported as % activation of signal), % at 10 µM; actives 0.83% (n = 360,000); in the data active = inhibition above about 50%
LMPTP inh: LMPTP (human) inhibition. recombinant LMPTP-A, OMFP fluorogenic substrate, fluorescence intensity. P24666. inhibition, % at 20 µM. actives 0.22% (n = 360,000). AID 651560;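 active = compounds that cut the enzyme signal by at least half of the control window in the single-dose screen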;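 also: plate controls were DMSO wells with enzyme plus substrate for no effect and substrate without enzyme for full effect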
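Assay system: LMPTP-A phosphatase enzyme | Input: 0.625 nM enzyme | Also added: Fluorogenic phosphatase substrate OMFP at 400 µM final | Compound dosing: One test concentration per compound, 20 µM, with 3% DMSO overall | Schedule: 50 min enzyme reaction at room temperature, protected from light | Signal: Fluorescence intensity | Benchmarks: no-enzyme and uninhibited controls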
SKN-1 block: inhibitors of C. elegans SKN-1; C. elegans VP596 Pgst-4::GFP/RFP ratio, acrylamide-induced, 24 h; inhibition, % at 21.8 µM; actives 0.49% (n = 360,000); AID 624304;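 active = interference check ratio from 0.5 to 1.5 plus GFP to RFP signal ratio inhibition reaching or exceeding a fixed threshold, cut at about 30% in these data, passing the limit was not always enough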; also: some compounds called inactive have numbers as strong as hits
Neddylation inh: inhibitors of human cullin neddylation; calls only at 25 µM; TR-FRET cullin neddylation, biochemical; P61081+Q13564; actives 0.58% (n = 360,000); AID 651699; in the data active = inhibition above about 36%
Target sequence (P61081 whole entry, looked up): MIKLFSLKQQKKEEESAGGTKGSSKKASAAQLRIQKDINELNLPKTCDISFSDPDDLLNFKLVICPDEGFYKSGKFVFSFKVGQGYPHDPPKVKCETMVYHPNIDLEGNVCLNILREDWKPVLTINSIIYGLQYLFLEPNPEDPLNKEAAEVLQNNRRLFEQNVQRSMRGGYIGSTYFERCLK
Target sequence (Q13564 whole entry, looked up): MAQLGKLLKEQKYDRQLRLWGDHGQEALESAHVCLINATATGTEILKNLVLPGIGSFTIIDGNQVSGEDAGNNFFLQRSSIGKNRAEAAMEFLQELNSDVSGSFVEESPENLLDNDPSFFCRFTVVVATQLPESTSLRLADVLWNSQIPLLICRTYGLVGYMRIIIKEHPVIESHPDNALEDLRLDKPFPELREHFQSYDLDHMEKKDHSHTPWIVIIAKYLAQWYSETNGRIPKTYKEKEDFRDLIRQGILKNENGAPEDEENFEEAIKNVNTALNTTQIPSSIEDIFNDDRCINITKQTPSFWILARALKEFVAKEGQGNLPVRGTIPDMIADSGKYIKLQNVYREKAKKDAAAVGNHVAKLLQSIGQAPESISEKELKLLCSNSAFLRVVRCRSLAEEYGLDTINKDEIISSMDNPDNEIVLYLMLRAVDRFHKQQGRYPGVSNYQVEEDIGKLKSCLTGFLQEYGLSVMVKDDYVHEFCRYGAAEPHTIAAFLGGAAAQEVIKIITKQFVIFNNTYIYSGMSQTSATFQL
Active calls of the source: *; i = inactive; . = no result given. Outcome played no part in choosing rows; any-hit rate near 4.6%.

Second line of a record: NadD block, Scp-1 inhibitor, Tb MetRS inh, NRP1-CendR mod, STEP inh, SUMO1-SIM PPI, DNMT1 inh, LMPTP inh, SKN-1 block, Neddylation inh
- COc1ccccc1-n1c(C)cc(/C=C2\C(=N)N3N=C(CC(=O)N4CCOCC4)SC3=NC2=O)c1C
→ 20, -9, -0.1, -8, 3, -17, 2, 1.9, 2, i
- Cc1ccc(C(=O)NNC(=O)c2cccs2)cc1
→ -6, 5, 0.1, 13, -1, -1, 1, -0.4, 5, i
- CC(C)CNC(=O)COC(=O)C1c2ccccc2Oc2ccccc21
→ -6, -3, -1.2, 1, 1, 2, 1, 0.1, 3, i
- COC(=O)c1ccc(Cn2cnc3c(sc4nc(N5CCOCC5)c5c(c43)CCCC5)c2=O)o1
→ 6, 20, -0.3, -13, 3, 10, 9, 4.0, 33, i
- O=C(COc1ccc(-n2ccnc2)cc1)Nc1cccc(F)c1
→ -2, -9, -2.1, -6, 1, 3, 6, -0.5, -2, i
- O=[N+]([O-])c1ccc(SCc2ccncc2)nc1
→ -3, -11, -0.3, 0, 1, -32, 1, -0.8, 11, i
- COCC(=O)Nc1nc2n(n1)C(c1ccccc1)CC(c1ccc(OC)cc1)N2 (centres undefined)
→ 8, -4, -0.4, -8, 6, -3, 1, 0.4, 9, .
- Cc1ccc(C(=O)N/N=c2\oc3ccccc3cc2C(N)=O)cc1
→ -7, -13, 0.3, 5, 0, -29, -2, 1.9, -6, i
- CCc1ccc(NC(=O)CS(=O)CC(=O)NCC2OCCc3ccccc32)cc1 (centres undefined)
→ -5, -4, -0.2, 1, -2, -1, 2, -0.1, -14, i
- COc1ccccc1CN1CC(C(=O)N(C)CCc2ccccn2)CCC1=O (centres undefined)
→ 3, ., 0.0, -2, 5, -1, 4, -0.1, 14, i
- OCCC1CCCCN1CC(O)COCc1ccc(Cl)cc1 (centres undefined)
→ -6, -1, -0.5, 21*, 1, 3, 2, -1.0, 1, i
- C=CCn1c(SCC(=O)NCCCO)nc2sc3c(c2c1=O)CCC3
→ 3, -2, -0.8, 7, 0, -1, 0, -1.5, 22, i
- Cc1cccc(C)c1OCC(=O)Nc1cccc(-c2nnc(-c3ccccc3)o2)c1
→ 4, -8, -0.2, -8, 3, 3, -5, 1.0, 13, i
- CC1C(=O)C(C)(C)C(=O)OC1c1ccc([N+](=O)[O-])cc1 (centres undefined)
→ 1, -14, -0.8, 14, 3, -30, -1, -0.8, -22, i
- CCn1c2c(c3cc(Cl)ccc31)CCCC2=O
→ 1, -19, 0.4, 2, 1, -7, 1, 2.4, 17, i
- c1ccc(-c2ccc(OCCCn3cncn3)cc2)cc1
→ 5, 8, -0.9, 2, 0, -1, 1, -2.1, 18, i
- Cc1ccc(S(=O)(=O)NCc2ccccc2)cc1C(=O)NC(C)c1ccc(S(N)(=O)=O)cc1 (centres undefined)
→ -4, -7, -0.4, -3, -1, -4, 1, -4.2, -4, i
- Cc1cc(N2CCN(c3ccccc3)CC2)nc(NCc2ccccc2)n1
→ 7, -8, -1.4, -10, 10, 1, -7, 16, 0, i
- CCN1CCN(CCNC(=O)c2ccc(/C=C3/Sc4ccccc4N(Cc4ccccc4C)C3=O)cc2)CC1
→ -4, -6, -0.6, 7, 0, -144, 0, -3.7, 4, i
- COCCCN1C(=O)C(=O)/C(=C(/O)c2ccc(C)cc2)C1/C=C/c1ccccc1 (centres undefined)
→ 17, -7, 0.9, 4, 7, -11, 0, 4.9, -8, i

NRP1-CendR mod: entries above that show a hit.
molecule | NadD block | Scp-1 inhibitor | Tb MetRS inh | NRP1-CendR mod | SUMO1-SIM PPI | DNMT1 inh | LMPTP inh | SKN-1 block | Neddylation inh
OCCC1CCCCN1CC(O)COCc1ccc(Cl)cc1 (centres undefined) | -6 | -1 | -0.5 | 21* | 3 | 2 | -1.0 | 1 | i

(further entries)
Second line of a record: NadD block, Scp-1 inhibitor, Tb MetRS inh, NRP1-CendR mod, STEP inh, SUMO1-SIM PPI, DNMT1 inh, LMPTP inh, SKN-1 block, Neddylation inh
- COc1ccc(NC(=O)CN(C)C(=O)CSCc2ccc(C)cc2)cc1
→ -2, -3, 0.1, 9, 0, 1, 3, 0.3, -6, i
- C[C@@H]1CN([C@H](C)CO)C(=O)Cc2cc(NC(=O)CCC(F)(F)F)ccc2O[C@@H]1CN(C)C(=O)Nc1ccccc1
→ 1, 1, 0.3, 19, -4, -9, 4, 0.5, 9, i
- CC1CCCC(NC(=O)c2cccs2)C1C (centres undefined)
→ 4, -5, -0.1, 3, 0, 5, 2, -1.9, 8, i
- CC(=O)c1ccc(-c2nnc(CCC(=O)N3CCCC(C(=O)CC(C)C)C3)o2)s1 (centres undefined)
→ 1, -8, -0.2, -8, -2, -30, 0, -0.3, 7, i
- CCOC(=O)c1sc2ncn(/N=C/c3cccnc3)c(=O)c2c1C
→ -3, -10, -0.1, -2, -3, -9, 3, 0.1, -9, i
- COc1cccc(C2=NO[C@@H]3C(=O)N(Cc4ccccc4)C(=O)[C@H]23)c1OC
→ -3, -20, -0.2, 23, 0, -2, 0, -0.4, 0, i
- O=C(NCCCN1CCCC1=O)c1ccc(NS(=O)(=O)c2cccc([N+](=O)[O-])c2)cc1
→ -1, -3, -0.6, -4, 2, -21, 1, -0.3, -15, i
- CCOC(=O)/C=C/C(=O)OCC(=O)Nc1ccc(C)cc1
→ -2, -1, 0.1, -12, 2, 2, -3, 0.3, 9, i
- O=C(O)/C(=C\c1ccc(-c2ccc(F)cc2)o1)c1ccccc1
→ 5, -5, -0.7, -17, -3, -3, 1, -0.5, 6, i
- O=C(c1oc2ccccc2c1CSCc1ccccc1)N1CCN(c2ncccn2)CC1
→ -2, -3, -1.0, 9, -1, 10, -1, 1.4, -4, i

Additional compounds
compound	NadD block	Scp-1 inhibitor	Tb MetRS inh	NRP1-CendR mod	STEP inh	SUMO1-SIM PPI	DNMT1 inh	LMPTP inh	SKN-1 block	Neddylation inh
CN(C(=O)c1cccc(NC(=O)c2ccco2)c1)c1ccccc1	6	-11	-0.2	9	-1	-2	0	-0.4	8	i
CCOC(=O)/C=C/C(=O)Nc1ccc(S(=O)(=O)N2CCCCCC2)cc1	-10	-8	-0.8	-6	-1	0	-4	-0.9	6	i
COCCN(C(=O)CNC(=O)c1ccco1)C(C(=O)NC1CCCC1)c1ccc(OC)c(OC)c1 (centres undefined)	-2	-4	-0.4	8	-1	1	3	-1.0	-8	i
CC1CCN(c2ccc3nnc(CCC(=O)NCC(C)c4ccccc4)n3n2)CC1 (centres undefined)	4	-7	0.4	-5	1	-3	-1	-1.3	20	i
O=C(Cn1c(SCC(=O)N2CCc3ccccc3C2)nc2ccccc21)NC1CCCC1	-4	0	-0.4	8	-5	4	-7	-1.5	-1	i
COc1ccc(N(C(=O)c2snc(C(N)=O)c2N)C(C(=O)NCc2ccc(F)cc2)c2ccc(O)cc2)cc1 (centres undefined)	11	-10	-0.2	11	-1	-9	-10	2.6	19	i
CCc1ccc([C@@H]2C[C@H]3[C@@H](CN2S(=O)(=O)c2ccc(C)cc2)C(=O)C[C@@H](c2ccccc2)N3S(=O)(=O)c2ccc(C)cc2)cc1	9	.	-0.5	4	2	1	-1	0.8	-3	i
CCCNC(=O)c1cc(C2CCCCN2C(=O)c2ccccc2)on1 (centres undefined)	-1	.	0.2	-12	-1	3	5	-1.1	8	i
Cc1cccc(C)c1NC(=O)C1(N(Cc2ccco2)C(=O)CC2NC(=O)NC2=O)CCCC1 (centres undefined)	4	-8	-0.1	2	3	0	3	-1.3	-11	i
CCCCn1nnnc1C(c1cc2ccccc2o1)N(Cc1ccccc1)Cc1ccccc1 (centres undefined)	0	.	-0.8	-1	.	-4	.	1.5	-1	i
COCCSc1nnc(NC(=O)C2CC(=O)N(c3ccc(Cl)cc3)C2)s1 (centres undefined)	-4	-2	-0.2	-12	-1	2	-3	-1.5	0	i
Cc1cccc(S(=O)(=O)N(C)C[C@@H]2OCc3cnnn3CCCC(=O)N([C@H](C)CO)C[C@H]2C)c1	-1	.	-1.3	-2	-3	-1	8	0.1	-1	i
O=C(CN1CCN(Cc2ccccc2)CC1)N/N=C/c1c[nH]c2ccccc12	-3	-4	-0.3	-4	0	-1	-4	-1.2	5	i
Cc1ccc(-c2noc(CCC(=O)NCCCN3CCN(c4ccc(F)cc4)CC3)n2)cc1	-9	-6	-1.6	16	0	2	-2	-3.6	9	i
CCNS(=O)(=O)c1ccc(CCC(=O)N2CCc3ccccc3C2)cc1	0	-2	-0.6	3	-2	1	1	-0.5	2	i
C=CCn1c(=S)[nH]c2cc(-c3ccccc3)sc2c1=O	13	4	0.8	6	-1	0	9	1.9	25	i

Entries listed so far that contain an NH in an aromatic ring:
compound	NadD block	Scp-1 inhibitor	Tb MetRS inh	NRP1-CendR mod	STEP inh	SUMO1-SIM PPI	DNMT1 inh	LMPTP inh	SKN-1 block	Neddylation inh
O=C(CN1CCN(Cc2ccccc2)CC1)N/N=C/c1c[nH]c2ccccc12	-3	-4	-0.3	-4	0	-1	-4	-1.2	5	i
C=CCn1c(=S)[nH]c2cc(-c3ccccc3)sc2c1=O	13	4	0.8	6	-1	0	9	1.9	25	i
